Mdm2-MdmX inh: inhibitors of human Mdm2-MdmX association, primary screen, cell-based, luminescence, split luciferase, SaOS-2, uHTS; AID 485346, 2010; 330,000 compounds, 3% hits; Protein Mdm4 (Homo sapiens) + E3 ubiquitin-protein ligase Mdm2 (Homo sapiens), …; inhibition, % at 8 µM; SaOS-2 split-luciferase Mdm2/MdmX complementation;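 active = inhibition of at least 50% at 8 µM in the primary screen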
Target sequence (O15151 whole entry, looked up): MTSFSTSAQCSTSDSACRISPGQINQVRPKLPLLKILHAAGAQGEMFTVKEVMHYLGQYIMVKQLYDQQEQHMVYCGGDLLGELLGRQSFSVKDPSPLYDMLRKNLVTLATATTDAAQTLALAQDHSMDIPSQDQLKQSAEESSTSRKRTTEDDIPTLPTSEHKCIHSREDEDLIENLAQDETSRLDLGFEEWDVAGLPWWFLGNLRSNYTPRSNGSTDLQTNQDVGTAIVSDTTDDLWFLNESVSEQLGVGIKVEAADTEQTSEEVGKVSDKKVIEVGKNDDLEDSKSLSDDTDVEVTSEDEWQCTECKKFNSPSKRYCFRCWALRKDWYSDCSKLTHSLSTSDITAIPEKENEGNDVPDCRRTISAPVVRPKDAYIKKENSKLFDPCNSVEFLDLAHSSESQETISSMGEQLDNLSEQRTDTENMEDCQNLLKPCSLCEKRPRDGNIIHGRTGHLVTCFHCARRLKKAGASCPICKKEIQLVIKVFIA
Target sequence (Q00987 whole entry, looked up): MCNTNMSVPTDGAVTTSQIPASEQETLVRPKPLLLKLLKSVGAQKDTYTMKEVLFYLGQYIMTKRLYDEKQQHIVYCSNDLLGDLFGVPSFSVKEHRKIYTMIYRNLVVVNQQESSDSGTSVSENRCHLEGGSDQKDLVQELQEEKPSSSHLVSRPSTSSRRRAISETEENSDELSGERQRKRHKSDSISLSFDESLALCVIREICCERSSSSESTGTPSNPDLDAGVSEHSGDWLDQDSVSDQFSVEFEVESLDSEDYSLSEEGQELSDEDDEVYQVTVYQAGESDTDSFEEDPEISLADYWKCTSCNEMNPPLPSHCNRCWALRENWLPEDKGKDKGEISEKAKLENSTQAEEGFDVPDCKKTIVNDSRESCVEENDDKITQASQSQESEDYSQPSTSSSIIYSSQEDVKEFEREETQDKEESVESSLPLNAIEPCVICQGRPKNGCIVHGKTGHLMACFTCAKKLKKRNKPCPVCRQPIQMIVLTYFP
APJ ag: agonists of human apelin receptor APJ, primary screen, CHO-K1 cells, PathHunter beta-arrestin, luminescence. 330,000 compounds, 0.11% hits. AID 2520, 2010. 0% DMSO wells, 100% apelin. activation, % at 20 µM. P35414;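 active = activation more than six SD over the plate average, tested at 20 µM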;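 note: 0% = DMSO alone and 100% = apelin-13 at 10 nM; some results filed as inactive read as strong as hits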
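assay system = CHO-K1 APJ beta-arrestin complementation cell line | input = cell density 1000 per well | dosing = compound 20 µM once, DMSO 1% | timing = compound 90 min 25 °C, reagent 1 h | measured by = luminescence from split beta-galactosidase complementation, Galacton Star/Emerald II substrate | read-out basis = APJ agonist activity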
TIM10 inh: growth inhibitors of isogenic TIM10 control yeast, primary screen, counter-screen for tim10-1 yeast inhibitor project, luminescence, uHTS; S. cerevisiae TIM10 strain growth, BacTiter-Glo luminescence, 24 h; inhibition, % at 10 µM; 330,000 compounds, 1.4% hits; AID 463195, 2010;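 active = inhibition of 40% or more at the single tested concentration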;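 note: wild-type TIM10 isogenic control strain grown at permissive 25 °C; 0% = DMSO yeast wells and 100% = minimal medium wells without yeast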
APJ antag: antagonists of human apelin receptor APJ, primary screen, CHO-K1 cells, beta-arrestin complementation, luminescence; AID 2521, 2010; 330,000 compounds, 0.32% hits; inhibition, % at 20 µM; P35414;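 active = inhibition above about 40% at 20 µM, limit read from the data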;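 note: cells challenged with 10 nM apelin-13 agonist together with compound; plate controls were apelin-13 plus DMSO wells for no effect and DMSO wells lacking apelin-13 for full effect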
UPR CHOP act: activators of apoptotic CHOP UPR arm, primary screen, cell-based, CHO-CHOP luciferase reporter, luminescence, uHTS | UPR activation; percent of tunicamycin response over DMSO baseline | activation, % at 10 µM | 330,000 compounds, 0.34% hits | AID 449763, 2010;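 active = at 10 µM dose, activation of 40% or more, normalized to positive control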;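 note: 100% = tunicamycin at 10 µg/mL and 0% = DMSO alone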
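Evaluation: % reporter activation, DMSO baseline versus tunicamycin full activation; System: CHO-CHOP luciferase reporter cell line; Input: 500 cells/well; Incubation: 6 h compound treatment, 37 °C; Measured by: Steady-Glo luciferase luminescence; Dosing: one dose, 10 µM in 0.5% DMSO; Buffer or medium: F12 medium, 10% FBS; Benchmarks: positive tunicamycin 10 µg/mL, negative DMSO alone.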
UPR XBP1 act: activators of adaptive XBP1 UPR arm, primary screen, cell-based, CHO-XBP1 luciferase reporter, luminescence, uHTS; IRE1-XBP1 UPR activation; percent of tunicamycin response, DMSO as zero; activation, % at 20 µM; 330,000 compounds, 0.33% hits;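 active = versus positive control, 20 µM dose yields 30% or more activation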;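 note: 100% = tunicamycin at 10 µg/mL and 0% = DMSO only wells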
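Assay system: CHO-XBP1 luciferase reporter cells; Schedule: 6 h treatment, 37 °C; Detection: glow luminescence from Steady-Glo reagent; Benchmarks: high control tunicamycin 10 µg/mL final, low control DMSO vehicle only.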
CXCR6 block: CXCR6 receptor inhibitors, primary screen, cell-based, beta-arrestin, luminescence, CHO-K1 PathHunter, 1536-well; 360,000 compounds, 0.36% hits; inhibition, % at 20 µM; C-X-C chemokine receptor type 6 (Homo sapiens), O00574; in the data active = inhibition above about 34%, passing the limit was not always enough;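 note: antagonist mode with CXCL16 agonist at 10 nM final; 0% = 10 nM CXCL16 with DMSO and 100% = unstimulated wells without agonist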
tim23-1 inh: growth inhibitors of tim23-1 mutant yeast, primary screen, luminescence, uHTS; S. cerevisiae tim23-1 growth, BacTiter-Glo luminescence, 24 h; inhibition, % at 20 µM; 330,000 compounds, 1.3% hits; AID 463212, 2010;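 active = growth inhibition of the mutant yeast at or above 50%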;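 note: temperature-sensitive mutant grown at 25 °C; plate controls were DMSO-treated mutant yeast for no effect and medium wells lacking yeast for full effect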
tim10-1 inh: growth inhibitors of tim10-1 mutant yeast, primary screen, luminescence, uHTS | inhibition, % at 20 µM | AID 463190, 2010 | 330,000 compounds, 2.2% hits | S. cerevisiae tim10-1 ts strain growth, BacTiter-Glo, 24 h;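 active = inhibition of at least 40%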;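 note: mutant grown at 25 °C; 0% = DMSO wells with yeast and 100% = wells holding no yeast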
* hit, by the source's call. This is a subset, so the mix of outcomes need not match the whole.

`CC(C)C1OC2(C)OC(=N)C1(C#N)C(C#N)(C#N)C2c1ccccc1` (stereo unspecified) gave Mdm2-MdmX inh 3, APJ ag 1, TIM10 inh 6, APJ antag -9, UPR CHOP act 1.4, UPR XBP1 act -3, CXCR6 block -3, tim23-1 inh 18 and tim10-1 inh 13.
Cc1cc(NC(=O)c2cccc(S(=O)(=O)N3c4ccccc4CC3C)c2)no1 (stereo unspecified) was read as Mdm2-MdmX inh 25, APJ ag -2, TIM10 inh -19, APJ antag -12, UPR CHOP act -1.8, UPR XBP1 act 0, CXCR6 block 2, tim23-1 inh 23 and tim10-1 inh -13.
Screening O=C(CN(CC1CCCO1)C(=O)Cn1nnc(-c2ccc(F)cc2)n1)NC1CCCCC1 (stereo unspecified) returned Mdm2-MdmX inh 9, APJ ag -2, TIM10 inh 4, APJ antag -3, UPR CHOP act 0.6, UPR XBP1 act -1, CXCR6 block 0, tim23-1 inh 6 and tim10-1 inh 11.
`O=C(NCCc1ccccc1)C(=O)NCC1OCCCN1S(=O)(=O)c1cc(F)ccc1F` (stereo unspecified) gave Mdm2-MdmX inh 6, APJ ag -3, TIM10 inh 4, APJ antag 4, UPR CHOP act -0.6, UPR XBP1 act -2, CXCR6 block -12, tim23-1 inh -1 and tim10-1 inh 12.
Screening COc1ccc(NC(=O)C(NC(=O)CNC(C)=O)c2ccc(C)cc2)cc1 (stereo unspecified) returned Mdm2-MdmX inh 13, APJ ag 9, TIM10 inh -1, APJ antag -7, UPR CHOP act -0.8, UPR XBP1 act -1, CXCR6 block -2, tim23-1 inh 10 and tim10-1 inh 10.
For COc1ccccc1C1C(C(=O)c2ccco2)=C(O)C(=O)N1c1cc(C)on1 (stereo unspecified) the results were Mdm2-MdmX inh 7, APJ ag 2, TIM10 inh -3, APJ antag 1, UPR CHOP act 4.6, UPR XBP1 act 0, CXCR6 block 5, tim23-1 inh 10 and tim10-1 inh 6.
`CN(C)S(=O)(=O)c1ccc(S(=O)(=O)Nc2ccc3c(c2)oc2ccccc23)cc1` gave Mdm2-MdmX inh 30, APJ ag 2, TIM10 inh -3, APJ antag -3, UPR CHOP act -2.7, UPR XBP1 act -4, CXCR6 block 0, tim23-1 inh -17 and tim10-1 inh -13.
Screening CSc1ccc(/C=N/Nc2nc(C)cc(=O)[nH]2)cc1 returned Mdm2-MdmX inh -9, APJ ag -1, TIM10 inh 6, APJ antag -10, UPR CHOP act 1.8, UPR XBP1 act 1, CXCR6 block -3, tim23-1 inh 9 and tim10-1 inh 2.
CCc1ccccc1NC(=O)c1nnn(CC(=O)Nc2cccc(C)c2C)c1N was read as Mdm2-MdmX inh 34, APJ ag 3, TIM10 inh -25, APJ antag 20, UPR CHOP act -1.1, UPR XBP1 act 0, CXCR6 block 2, tim23-1 inh -13 and tim10-1 inh -8.
Screening Nc1ccc2nc(CCCCCCCCc3nc4ccc(N)cc4[nH]3)[nH]c2c1 returned Mdm2-MdmX inh 0, APJ ag 0, TIM10 inh -68, APJ antag -15, UPR CHOP act 0.3, UPR XBP1 act 0, CXCR6 block -5, tim23-1 inh -84 and tim10-1 inh -81.
CCC1CCCCN1S(=O)(=O)c1ccc(S(=O)(=O)N2CCN(S(=O)(=O)CC)CC2)cc1 (stereo unspecified) was read as Mdm2-MdmX inh 2, APJ ag 1, TIM10 inh 6, APJ antag 0, UPR CHOP act 0.0, UPR XBP1 act -2, CXCR6 block -23, tim23-1 inh 2 and tim10-1 inh 13.
COc1cccc(/C=C(\C)C(=O)c2c(C)cc(C)[nH]c2=O)c1OC was read as Mdm2-MdmX inh 29, APJ ag -3, TIM10 inh 1, APJ antag -10, UPR CHOP act -0.7, UPR XBP1 act -3, CXCR6 block -8, tim23-1 inh 0 and tim10-1 inh 0.
O=C(Cn1ncnn1)OCc1ccccc1Cl was read as Mdm2-MdmX inh -8, APJ ag -4, TIM10 inh -5, APJ antag -1, UPR CHOP act 0.2, UPR XBP1 act -6, CXCR6 block -10, tim23-1 inh 15 and tim10-1 inh 13.
For CCCC/C=C/C(NC(=O)c1ccc(-c2ccccc2)cc1)c1ccccc1 (stereo unspecified) the results were Mdm2-MdmX inh 8, APJ ag -4, TIM10 inh 5, APJ antag 9, UPR CHOP act 0.2, UPR XBP1 act 1, CXCR6 block 1, tim23-1 inh 13 and tim10-1 inh -3.
For O=C(CSc1nc(O)cc(=O)[nH]1)N1c2ccccc2Sc2ccccc21 the results were Mdm2-MdmX inh 7, APJ ag -1, TIM10 inh -1, APJ antag -27, UPR CHOP act -1.0, UPR XBP1 act -3, CXCR6 block -6, tim23-1 inh 16 and tim10-1 inh -9.
For N#Cc1c(NC(=S)NC(=O)c2ccccc2)sc2c1CCC2 the results were Mdm2-MdmX inh -11, APJ ag -4, TIM10 inh 6, APJ antag 19, UPR CHOP act 5.3, UPR XBP1 act 0, CXCR6 block 15, tim23-1 inh 9 and tim10-1 inh 0.
O=c1c(S(=O)(=O)c2ccc(Cl)cc2)cn(Cc2ccccc2F)c2ccc(F)cc12 was read as Mdm2-MdmX inh -10, APJ ag -5, TIM10 inh -2, APJ antag -5, UPR CHOP act 3.4, UPR XBP1 act -3, CXCR6 block 0, tim23-1 inh -14 and tim10-1 inh -5.
`O=C(/C(=N\Nc1ccc([N+](=O)[O-])cc1)Sc1nnnn1-c1ccccc1)c1ccccc1` gave Mdm2-MdmX inh 4, APJ ag -4, TIM10 inh -4, APJ antag 20, UPR CHOP act 0.5, UPR XBP1 act -4, CXCR6 block 25, tim23-1 inh -1 and tim10-1 inh -4.
Screening COc1ccc(N(CC(=O)Nc2ccccc2C(=O)N2CCOCC2)S(=O)(=O)c2ccc(F)cc2)cc1 returned Mdm2-MdmX inh -10, APJ ag -2, TIM10 inh 5, APJ antag 0, UPR CHOP act 2.3, UPR XBP1 act -2, CXCR6 block 1, tim23-1 inh 11 and tim10-1 inh 14.
For Cc1ccc(SCc2cc(-c3ccc(Cl)cc3)on2)cc1 the results were Mdm2-MdmX inh 12, APJ ag 2, TIM10 inh -24, APJ antag 1, UPR CHOP act -1.5, UPR XBP1 act -1, CXCR6 block -4, tim23-1 inh 8 and tim10-1 inh -7.
`O=C(COC(=O)Cc1ccc(S(=O)(=O)N2CCOCC2)s1)Nc1ccc([N+](=O)[O-])cc1` gave Mdm2-MdmX inh 0, APJ ag -1, TIM10 inh 0, APJ antag -4, UPR CHOP act 2.1, UPR XBP1 act -1, CXCR6 block -6, tim23-1 inh 5 and tim10-1 inh 3.
For O=C(COC(=O)c1ccccc1Nc1ccc(SC(F)F)cc1)NCc1ccco1 the results were Mdm2-MdmX inh -3, APJ ag -2, TIM10 inh 11, APJ antag 5, UPR CHOP act 3.8, UPR XBP1 act 0, CXCR6 block 1, tim23-1 inh -1 and tim10-1 inh 18.
For O=c1c2ccccc2nc(SCc2cccc(F)c2)n1C1CCCC1 the results were Mdm2-MdmX inh 8, APJ ag -3, TIM10 inh 2, APJ antag 2, UPR CHOP act -0.4, UPR XBP1 act -2, CXCR6 block 12, tim23-1 inh 5 and tim10-1 inh 3.
Cc1cc2ccccn2c1C(=O)c1ccc(NN)c([N+](=O)[O-])c1 was read as Mdm2-MdmX inh 62*, APJ ag -2, TIM10 inh -3, APJ antag 3, UPR CHOP act 0.3, UPR XBP1 act 3, CXCR6 block -8, tim23-1 inh 18 and tim10-1 inh 15.
`CCOc1ccc(NC(=O)CN(C2CCCCC2)S(C)(=O)=O)cc1` gave Mdm2-MdmX inh 2, APJ ag -2, TIM10 inh 18, APJ antag 4, UPR CHOP act -2.4, UPR XBP1 act -3, CXCR6 block -1, tim23-1 inh 11 and tim10-1 inh 23.
Screening Clc1ccccc1CSc1nnc(-c2ccco2)c(-c2ccco2)n1 returned Mdm2-MdmX inh 11, APJ ag 1, TIM10 inh 23, APJ antag -3, UPR CHOP act 2.2, UPR XBP1 act -3, CXCR6 block 14, tim23-1 inh 39 and tim10-1 inh 42*.
Cc1cc(NC(=O)C(C)N2C(=O)c3ccccc3S2(=O)=O)no1 (stereo unspecified) was read as Mdm2-MdmX inh 12, APJ ag -2, TIM10 inh -5, APJ antag -8, UPR CHOP act 0.8, UPR XBP1 act -7, CXCR6 block 8, tim23-1 inh -2 and tim10-1 inh 1.
Screening CCCCNc1cc(C)nc(N2CCOCC2)n1 returned Mdm2-MdmX inh 13, APJ ag -4, TIM10 inh -1, APJ antag 7, UPR CHOP act 1.5, UPR XBP1 act -2, CXCR6 block -2, tim23-1 inh 14 and tim10-1 inh 7.
`O=C(NNC(=O)c1ccc(S(=O)(=O)N2CCCCC2)cc1)c1ccccc1` gave Mdm2-MdmX inh -3, APJ ag -1, TIM10 inh 11, APJ antag 5, UPR CHOP act -0.1, UPR XBP1 act -2, CXCR6 block 7, tim23-1 inh 7 and tim10-1 inh 23.

Some of these compounds in order of molar mass, descending:
Screening COc1ccc(N(CC(=O)Nc2ccccc2C(=O)N2CCOCC2)S(=O)(=O)c2ccc(F)cc2)cc1 returned Mdm2-MdmX inh -10, APJ ag -2, TIM10 inh 5, APJ antag 0, UPR CHOP act 2.3, UPR XBP1 act -2, CXCR6 block 1, tim23-1 inh 11 and tim10-1 inh 14.
Screening O=C(CN(CC1CCCO1)C(=O)Cn1nnc(-c2ccc(F)cc2)n1)NC1CCCCC1 (stereo unspecified) returned Mdm2-MdmX inh 9, APJ ag -2, TIM10 inh 4, APJ antag -3, UPR CHOP act 0.6, UPR XBP1 act -1, CXCR6 block 0, tim23-1 inh 6 and tim10-1 inh 11.
For CCCC/C=C/C(NC(=O)c1ccc(-c2ccccc2)cc1)c1ccccc1 (stereo unspecified) the results were Mdm2-MdmX inh 8, APJ ag -4, TIM10 inh 5, APJ antag 9, UPR CHOP act 0.2, UPR XBP1 act 1, CXCR6 block 1, tim23-1 inh 13 and tim10-1 inh -3.
COc1cccc(/C=C(\C)C(=O)c2c(C)cc(C)[nH]c2=O)c1OC was read as Mdm2-MdmX inh 29, APJ ag -3, TIM10 inh 1, APJ antag -10, UPR CHOP act -0.7, UPR XBP1 act -3, CXCR6 block -8, tim23-1 inh 0 and tim10-1 inh 0.
